V1R ag counter = counter-screen for oxytocin receptor agonists: human V1a receptor agonists | 320,000 tested, 0.25% active | P37288 | activation, % at 3 µM | CHO-V1R cells, Fluo-8 calcium fluorescence, agonist mode; 0% DMSO, 100% 3 nM vasopressin;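 active means activation above the mean activation of all tested compounds plus 3 SD, per screening run, cut at about 20% in these data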;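 further: signal is peak over basal fluorescence ratio across a 100 second FLIPR read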
Target sequence (P37288 whole entry, looked up): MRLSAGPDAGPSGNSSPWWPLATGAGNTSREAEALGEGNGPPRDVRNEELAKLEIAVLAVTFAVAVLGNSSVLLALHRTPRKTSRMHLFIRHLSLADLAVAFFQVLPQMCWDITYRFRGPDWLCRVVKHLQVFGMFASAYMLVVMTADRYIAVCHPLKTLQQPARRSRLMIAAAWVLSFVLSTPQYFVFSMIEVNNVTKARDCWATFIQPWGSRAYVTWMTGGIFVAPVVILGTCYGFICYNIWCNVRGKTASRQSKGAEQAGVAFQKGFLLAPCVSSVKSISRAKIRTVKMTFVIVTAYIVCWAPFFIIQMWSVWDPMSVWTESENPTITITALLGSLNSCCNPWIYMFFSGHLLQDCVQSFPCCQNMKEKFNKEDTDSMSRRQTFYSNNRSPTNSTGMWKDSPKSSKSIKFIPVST
VIM-2 inh = blocks Pseudomonas aeruginosa VIM-2 metallo-beta-lactamase. purified VIM-2, nitrocefin hydrolysis, epi-absorbance fluorescence. inhibition, % at 5.6 µM. 290,000 tested, 0.89% active. AID 1527;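 active means inhibition above the mean of all tested compounds plus 3 SD, cutoff set per screening run, cut at about 7.5% in these data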;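 further: red hydrolysis product quenches plate fluorescence so inhibitors raise well fluorescence; 0% = enzyme with DMSO and 100% = DMSO without enzyme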
PHOSPHO1 inh = blocks human PHOSPHO1 phosphatase activity | Q8TCT1 | recombinant PHOSPHO1, absorbance phosphatase assay | inhibition, % at 13.3 µM | 290,000 tested, 1.1% active; in the data active means inhibition above about 60%
Target sequence (Q8TCT1 whole entry, looked up): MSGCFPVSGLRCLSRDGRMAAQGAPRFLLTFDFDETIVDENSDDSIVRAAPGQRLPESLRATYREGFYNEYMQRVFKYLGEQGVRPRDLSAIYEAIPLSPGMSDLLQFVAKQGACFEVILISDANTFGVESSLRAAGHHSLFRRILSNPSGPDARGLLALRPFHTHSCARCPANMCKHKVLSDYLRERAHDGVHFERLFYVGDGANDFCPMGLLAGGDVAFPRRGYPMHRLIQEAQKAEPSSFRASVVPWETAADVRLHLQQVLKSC
OXTR agonist = activates the human oxytocin receptor | P30559 | activation, % at 3 µM | CHO-OTR cells, Fluo-8 calcium fluorescence; normalized: DMSO 0%, oxytocin 100% | 320,000 tested, 0.32% active;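 active means activation above the mean of all tested compounds plus 3 SD, cutoff set per screening run, cut at about 20% in these data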;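 further: peak over basal fluorescence ratio from a 100 s FLIPR kinetic read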
Target sequence (P30559 whole entry, looked up): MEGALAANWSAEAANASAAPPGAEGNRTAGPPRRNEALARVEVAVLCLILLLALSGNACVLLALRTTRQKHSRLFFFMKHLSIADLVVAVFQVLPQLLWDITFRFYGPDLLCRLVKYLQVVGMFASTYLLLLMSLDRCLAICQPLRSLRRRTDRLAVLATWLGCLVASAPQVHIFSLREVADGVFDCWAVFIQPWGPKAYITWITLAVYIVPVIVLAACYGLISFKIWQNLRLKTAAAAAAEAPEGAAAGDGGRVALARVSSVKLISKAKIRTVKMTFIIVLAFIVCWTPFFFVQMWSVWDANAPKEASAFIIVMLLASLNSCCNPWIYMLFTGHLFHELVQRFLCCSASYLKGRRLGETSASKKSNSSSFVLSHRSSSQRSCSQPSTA
GPR7 antagonist = antagonists of human GPR7 (neuropeptides B/W receptor 1) | GPR7-expressing cells, fluorescence antagonist assay | AID 1861 | inhibition, % at 4.4 µM | P48145 | 290,000 tested, 1.1% active; in the data active means inhibition above about 16%, passing the limit was not always enough;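 further: cells stimulated with the agonist NPW; 0% = agonist with vehicle and 100% = vehicle without agonist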
DNA FID counter = displaces DNA intercalator in HCV helicase counter-screen; DNA fluorescent intercalator displacement, fluorescence; AID 1845; inhibition, % at 7.9 µM; 290,000 tested, 0.17% active; in the data active means inhibition above about 37%;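 further: 0% = vehicle and 100% = reference compound; higher means more ethidium bromide displaced from hairpin DNA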
GalR3 antagonist = antagonists of human GalR3. O60755. HEK293 GalR3-CNG cAMP membrane potential fluorescence; galR3 body fused to GalR1 C-terminus. inhibition, % at 3 µM. 360,000 tested, 0.44% active. AID 651719;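 active means inhibition above the screen-wide average plus 3 SD, cut at about 13% in these data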;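 further: forskolin and galanin both at EC90 stimulate the cells; cAMP rise reported by CNG channel membrane potential dye signal; 0% = forskolin plus galanin with DMSO and 100% = forskolin alone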
IMP-1 inhibitor = inhibitors of Pseudomonas aeruginosa IMP-1 metallo-beta-lactamase; inhibition, % at 5.6 µM; AID 1556; purified IMP-1, nitrocefin hydrolysis, epi-absorbance fluorescence; 290,000 tested, 0.45% active;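 active means inhibition above the mean plus 3 SD of all compounds in the same screening run, cut at about 4.5% in these data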;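 further: 0% = IMP-1 with DMSO and 100% = DMSO wells lacking enzyme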
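System – purified recombinant IMP-1 beta-lactamase · Input – IMP-1 dispensed at 0.2 nM · Timing – 15 min preincubation plus 25 min reaction at 25 °C · Signal – Epi-absorbance fluorescence, 480 nm excitation, 530 nm emission · Measure – percent IMP-1 inhibition derived from blank-referenced optical density · Controls – Enzyme-plus-DMSO low control, enzyme-free DMSO high control · Replication – singlicate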
HCV NS3 hel inh = blocks Hepatitis C virus NS3 helicase unwinding | NS3 helicase DNA unwinding, Cy5 molecular beacon fluorescence | inhibition, % at 10.9 µM | 290,000 tested, 0.56% active;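 active means inhibition above the mean of all tested compounds plus 3 SD, set per campaign, cut at about 35% in these data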;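 further: 0% = DMSO wells and 100% = thioflavine S control wells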
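System: Hepatitis C virus NS3 helicase domain fragment enzyme | Reagent: Annealed dual-labelled DNA beacon duplex, ATP-started | Compound dosing: 10.9 µM single point, 0.8% DMSO | Incubation: 1 h reaction at 25 °C, ATP-initiated | Technique: Cy5 fluorescence | Evaluation: Percent inhibition from t60/t0 fluorescence ratio | Benchmarks: Low DMSO, high thioflavine S at 110 µM | Replication: Singlicate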
* hit, by the source's call; . = no result given.

SMILES	V1R ag counter	VIM-2 inh	PHOSPHO1 inh	OXTR agonist	GPR7 antagonist	DNA FID counter	GalR3 antagonist	IMP-1 inhibitor	HCV NS3 hel inh
Cc1cc(Nc2ccc(O)cc2)n2c(nc3ccccc32)c1C#N	-0.7	-0.2	1	1.0	-4	0	-3	-1.5	7
O=C(NCc1ccc2c(c1)OCO2)C1CCCN(S(=O)(=O)c2cccs2)C1 (stereo unspecified)	-0.1	2.7	-22	-0.9	-6	-7	-3	-3.4	-7
Cc1ccccc1-n1ccnc1SCC(=O)NCC1CCCO1 (stereo unspecified)	1.1	-1.4	23	-0.2	26*	-12	-1	-3.5	2
O=C(CCC1CCCN(C(=O)c2ccoc2)C1)NCc1ccccc1F (stereo unspecified)	0.2	-0.6	48	-0.6	-6	-6	-2	-1.4	7
Cn1c(SC2CCCCC2=O)nnc1-c1ccccc1F (stereo unspecified)	0.0	0.8	-11	-0.5	-15	-3	-3	-0.3	-24
Cc1cnn(C(=O)c2oc3ccccc3c2C)c1	0.5	-4.2	-10	0.5	-15	1	.	-5.2	0
CC1CN(C)CCC1OC(=O)c1ccccc1 (stereo unspecified)	.	-0.7	-3	.	-11	3	-4	-2.8	-9
COc1ccc(NC(=O)c2sc3nc(Cc4ccccc4)cc(C(F)(F)F)c3c2N)cc1OC	0.4	-1.2	7	-0.2	-1	1	-2	-3.3	10
O=C(Nc1cccc(Cl)c1)N(Cc1nc2ccccc2c(=O)[nH]1)Cc1cccs1	1.3	0.8	0	0.5	-3	-1	-11	0.5	0
Fc1ccc(-c2nnc(CSc3nnc4ccccn34)o2)cc1	1.3	-2.0	-12	0.8	-6	-10	-6	-0.8	21
COc1ccc(-n2nc(C(=O)O)c3ccccc3c2=O)c(OC)c1	0.5	0.9	-6	-0.2	2	4	1	-1.3	-3
CNC(=O)CSc1cn(CC(=O)N(C(C)C)C(C)C)c2ccccc12	-0.9	-0.2	-10	0.6	6	-8	2	0.3	-2
CC(C)n1cc(NC(=O)C2CC(c3cccc(Br)c3)=NO2)cn1 (stereo unspecified)	4.2	-3.9	10	6.4	-9	-16	4	-4.3	4
C=CCn1cc(C(=O)NCCCN(CC)CC)c(=O)c2cc(S(=O)(=O)N3CCC(C)CC3)ccc21	1.0	0.5	34	0.7	-12	18	-8	-1.8	-7
Cc1ccc(C(=O)OCC(=O)NCc2ccco2)cc1	0.1	-5.3	-2	-0.6	-12	-2	2	-5.7	6
O=C(CCCSc1nc2ccccc2[nH]1)Nc1ccccc1	5.3	-1.1	6	0.8	0	-1	-13	-1.4	6
COc1ccc(Nc2c3c(nc4ccc(C)cc24)CCC3)cc1	0.6	9.1*	52	4.6	6	-4	-16	-3.1	-33
c1ccc(-c2nn3c(-c4ccccc4)nnc3s2)cc1	-1.2	-0.8	19	-1.6	-5	-6	-1	-2.1	1
COc1ccc(C2CC(C)(c3ccc(OC)cc3)Nc3ccccc3N2)cc1 (stereo unspecified)	3.2	-0.8	-4	1.8	19	-4	-2	-1.1	8
CN(C)/C=C(/C(=O)c1ccccc1Cl)S(C)(=O)=O	.	-2.8	29	.	14	1	-2	-2.6	2
CC(C)c1ccc(SCc2noc(C(=O)NCC3CCCO3)c2C(=O)O)cc1 (stereo unspecified)	1.5	3.3	59	0.0	4	-35	-4	-0.7	41*
COC(=O)COc1ccc(S(=O)(=O)NCc2ccncc2)cc1	8.2	-2.5	7	13	18	-8	96*	2.6	15
O=C(Nc1ccccc1)N1CCCC2CCCCC21 (stereo unspecified)	3.1	-2.4	7	-0.8	-7	-4	-6	-2.3	-6
CCOC(=O)C1CCCN(C(=S)Nc2ccc(Nc3ccccc3)cc2)C1 (stereo unspecified)	0.3	-4.5	-18	-0.2	1	5	-8	-10.0	-78
Cn1c(CCCNC(=O)c2ccccc2)nc2ccccc21	-0.2	-3.5	0	-1.2	11	-5	-4	-5.4	1
CC(C(=O)OCC(=O)c1c(N)n(C)c(=O)n(C)c1=O)N1C(=O)c2ccccc2C1=O (stereo unspecified)	-0.1	-2.5	-3	1.0	-11	-11	1	0.4	16
O=c1oc2ccccc2c(Nc2ccc(Cl)cc2)c1[N+](=O)[O-]	10	3.4	-2	10	-12	4	0	-0.9	-5
CC(C)(C)[C@@H]1C=C(C(=O)N2CCOCC2)O[C@H](OCc2ccc(CO)cc2)C1	0.9	-1.2	44	0.2	-3	-29	0	0.2	15
O=C(NC1CCCC1)c1nc2c(nnn2Cc2ccccc2Cl)c(=O)[nH]1	-0.6	-0.3	9	-1.8	-7	-39	1	-3.0	3
Nc1nn(S(=O)(=O)c2cccc3nsnc23)cc1-c1ccc(Br)cc1	-0.9	-1.2	37	-0.8	17	8	0	-1.0	-9

Some of these compounds in order of the GalR3 antagonist value, rising:
smiles,VIM-2 inh,PHOSPHO1 inh,GPR7 antagonist,GalR3 antagonist,IMP-1 inhibitor,HCV NS3 hel inh
O=C(CCCSc1nc2ccccc2[nH]1)Nc1ccccc1,-1.1,6,0,-13,-1.4,6
O=C(Nc1cccc(Cl)c1)N(Cc1nc2ccccc2c(=O)[nH]1)Cc1cccs1,0.8,0,-3,-11,0.5,0
C=CCn1cc(C(=O)NCCCN(CC)CC)c(=O)c2cc(S(=O)(=O)N3CCC(C)CC3)ccc21,0.5,34,-12,-8,-1.8,-7
CC(C(=O)OCC(=O)c1c(N)n(C)c(=O)n(C)c1=O)N1C(=O)c2ccccc2C1=O (stereo unspecified),-2.5,-3,-11,1,0.4,16
COC(=O)COc1ccc(S(=O)(=O)NCc2ccncc2)cc1,-2.5,7,18,96*,2.6,15

Only VIM-2 inh and DNA FID counter (2 entries from above):
mol,VIM-2 inh,DNA FID counter
O=c1oc2ccccc2c(Nc2ccc(Cl)cc2)c1[N+](=O)[O-],3.4,4
CC(C)(C)[C@@H]1C=C(C(=O)N2CCOCC2)O[C@H](OCc2ccc(CO)cc2)C1,-1.2,-29

(further entries)
SMILES	V1R ag counter	VIM-2 inh	PHOSPHO1 inh	OXTR agonist	GPR7 antagonist	DNA FID counter	GalR3 antagonist	IMP-1 inhibitor	HCV NS3 hel inh
CCCCN(Cc1ccco1)S(=O)(=O)c1ccc(-c2ccc(=O)[nH]n2)s1	1.1	-3.2	15	0.4	4	-31	-4	-2.0	32
COCC(C)n1c(SCc2cc(=O)n3cc(C)ccc3n2)nc2ccccc2c1=O (stereo unspecified)	0.5	2.9	16	-0.9	-8	-17	11	-0.9	-12
Cc1ccc(S(=O)(=O)N2CCN(C(=O)CC(C)n3cncn3)CC2)cc1C (stereo unspecified)	-0.2	-1.8	6	0.3	-5	-19	-5	-3.9	13
Cn1c(=O)oc2cc(S(=O)(=O)N3CCN(C(=O)c4ccco4)CC3)ccc21	0.7	0.8	.	0.2	-9	-2	-2	-2.8	-6
COCc1cc(C)nc2sc(C(=O)N3CCN(c4ccccc4)CC3)c(N)c12	-0.1	1.2	26	-1.5	-1	-23	2	-2.0	6
CCOC(=O)c1nn(-c2cccc(Cl)c2)c2nc(CC(C)C)c(C#N)c(=O)n12	-0.6	-2.2	-5	-2.4	-18	-9	-7	-2.3	11
N#Cc1ccc(Oc2cnccn2)cc1	0.7	-2.1	40	0.2	-13	-10	-11	-5.6	10
O=C1C(NS(=O)(=O)c2cccs2)=C(N2CCN(c3ccccc3)CC2)C(=O)c2ccccc21	-1.0	-4.9	76*	-0.9	7	0	-4	-3.8	-12
Cc1occc(=O)c1OCc1ccccc1	1.1	0.5	12	0.3	-6	0	-2	-1.8	7
COc1cccc(-c2csc(N3CCN(S(=O)(=O)c4ccc(F)cc4)CC3)n2)c1	0.4	0.3	29	1.0	1	-8	-7	-1.6	-7
CCSC(=S)Nc1c(C)n(C)n(-c2ccccc2)c1=O	0.9	-3.1	29	0.2	-17	-6	-2	-1.0	-10
CCOc1cc(/C=N\O)cc(Cl)c1OCC	-1.9	2.2	-4	-2.3	-19	-2	-1	-5.0	5
NC(=O)c1cc(S(=O)(=O)Nc2cccc(Cl)c2)cs1	-0.2	0.3	42	-0.2	-2	-1	-8	0.4	5
CCOC(=O)NC(=O)/C(C#N)=N\Nc1cccc(Cl)c1	5.6	-3.4	53	5.7	2	2	0	-3.6	8
CCOC(=O)CN1C(=O)COc2ccc(Cl)cc21	0.5	-1.4	2	0.1	7	1	5	-1.3	0
O=C1CSC(c2c(F)cccc2Cl)N1c1cccc(F)c1 (stereo unspecified)	1.8	-0.6	28	0.7	5	-7	-8	0.2	6
Cc1ccc(COC(=O)c2ccc3c(c2)C(=O)N(CCCN2CCOCC2)C3=O)cc1	0.5	-0.4	-14	1.9	5	-3	-6	-0.2	0
COc1cc2[nH]c(=S)nc(NCCCOC(C)C)c2cc1OC	0.5	-2.5	46	-0.3	-5	6	-4	-5.5	-5
CC(C)Sc1nc2sc(-c3ccccc3)cc2c(=O)n1N	0.8	1.4	32	0.1	-9	3	-3	-3.5	2
CCn1c(SC(C)C(=O)Nc2nnc(C)s2)nnc1-c1ccco1 (stereo unspecified)	-0.3	-1.6	39	0.1	-2	-18	-9	-2.9	-1
COc1cc2c(cc1NC(=O)c1ccncc1)oc1ccccc12	1.3	-0.1	-7	1.9	-4	-7	.	-1.7	1
CCOC(=O)C1=C(c2ccccc2)Nc2ncnn2C1c1ccccn1 (stereo unspecified)	0.8	0.0	-30	0.2	-15	0	7	-1.5	0
COc1cccc(NC(=S)N2CCC(c3ccc(C)cc3)C2)c1 (stereo unspecified)	-1.0	-3.1	28	-0.1	-3	-22	-10	-3.6	-6
O=C(c1cc(=O)c2ccccc2o1)N1CCN(c2ccccc2F)CC1	0.2	-3.9	-26	0.1	-3	-22	1	-2.3	3
COc1ccc(Cl)cc1NC(=O)C/C(C)=N/NC(=O)C(=O)NCc1ccccc1	-1.0	-3.8	14	-2.4	-9	-24	-6	-5.3	6
Cc1nc(NCCc2ccccc2)c2nnn(Cc3ccccc3)c2n1	-0.3	-2.9	-13	-2.5	-16	-23	-6	-1.1	-5
O=C(CC12CC3CC(CC(C3)C1)C2)N/N=C/c1ccc([N+](=O)[O-])o1	0.8	-2.7	-26	0.2	3	-2	-2	-1.6	34
COc1ccc(/C=N\NC(=O)c2ccccc2Cl)cc1COc1c(F)c(F)c(F)c(F)c1F	0.5	-2.2	8	-0.1	-19	-19	-6	-2.2	-16
O=C(c1ccc2c(=O)n(CCc3ccccc3)c(=O)[nH]c2c1)N1CCN(c2ccccc2)CC1	2.4	-2.9	23	5.2	-25	-37	.	-5.1	-8

2 entries from above, in markdown:
| structure | V1R ag counter | VIM-2 inh | PHOSPHO1 inh | OXTR agonist | GPR7 antagonist | DNA FID counter | GalR3 antagonist | IMP-1 inhibitor | HCV NS3 hel inh |
| --- | --- | --- | --- | --- | --- | --- | --- | --- | --- |
| COc1cc2[nH]c(=S)nc(NCCCOC(C)C)c2cc1OC | 0.5 | -2.5 | 46 | -0.3 | -5 | 6 | -4 | -5.5 | -5 |
| CC(C)Sc1nc2sc(-c3ccccc3)cc2c(=O)n1N | 0.8 | 1.4 | 32 | 0.1 | -9 | 3 | -3 | -3.5 | 2 |
